Epigenetic reg – derepresses silenced GFP reporter in murine cells; murine LDR cells, GFP reporter derepression, 30 h; Potency, µM (top dose mostly 53.9 µM), for inactives: at the top dose GFP activation, most hits filed as activators; 0.2% of 280,000 active; note: % of control where 0% means no effect; nearly all actives have a fitted effect of over 60% in size
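Reporter derepression read as number of fluorescent GFP-positive objects, 20-120 um in size, counted by laser-scanning cytometer. Mouse LDR line with an epigenetically silenced CMV-GFP locus; compound incubation 30 h, 37 C.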
SMN2 splice up – increases expression of the SMN2 splice variant; HEK293 SMN2-luciferase splicing reporter, luminescence, 30-36 h; AID 1458; Potency, µM (titrated, usually from 46.1 µM), inactives show at the highest dose activity change, positive = activation, usual class: activators; 2.8% of 210,000 active; note: % of control where 0% means no effect; nearly all actives have a fitted effect of over 55% in size
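HEK293 cells carry an SMN2 […]–luciferase reporter in which exon 7 inclusion puts luciferase in frame. Cells were plated 10-12 h before compound addition, then incubated 30-36 h at 37C. ONE-Glo luminescence was read; sodium butyrate at 4.5 mM final served as control.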
RGS12 GoLoco inh – RGS12 GoLoco-Gai1 interaction inhibition | P63096 | Gai1:RGS12 GoLoco peptide FP, rhodamine, 10 min | Potency, µM (series often up to 61.6 µM), inactives show at the top dose activity, negative = inhibition, usual class: inhibitors | 0.44% of 230,000 active | AID 880; active = well fitted inhibition curve with a large enough effect, not every such curve was filed as active; inactive = no such curve, though single readings can be large or run the other way; note: % is set by controls: 0 for no effect and ±100 for the full control effect; nearly all actives have a fitted effect of over 30% in size; many of its hits are not listed in these tables
NPSR antagonist – antagonists of human neuropeptide S receptor cAMP signaling; Potency, µM (titrated, usually from 38.3 µM), inactives show at the top dose activity change, negative = inhibition, usual class: inhibitors; CHO-NPSR cells, cAMP TR-FRET, antagonist mode; 1% of 220,000 active; AID 1461; note: % is set by controls: 0 for no effect and ±100 for the full control effect; nearly all actives have a fitted effect of over 50% in size; many of its hits are not listed in these tables
IMPase Li inh – cell-permeable IMPase inhibitors with lithium potentiation | CHO-M1 cells, IP1 TR-FRET (IP-One), carbachol + lithium | Potency, µM (series often up to 59.4 µM), without a hit: at the highest dose activity, negative = IMPase inhibition, actives largely listed as inhibitors | 0.35% of 210,000 active | AID 1457;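 note: IP1 builds up when IMPase is blocked and the TR-FRET signal falls; plate controls were basal vehicle for no effect and high inhibitor control for full effect; nearly all actives have a fitted effect of over 50% in size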
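IP1 accumulation measured by competitive TR-FRET in lysed CHO-M1 cells after 30 min compound exposure at 37C, with a small lithium addition to potentiate weak responses. Hill-equation AC50 from ratio and donor-channel data.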
RECQ1 helicase – blocks DNA unwinding by human RECQ1; P46063; RECQ1 DNA unwinding, red fluorescence kinetic read; Potency, µM (top dose mostly 57.3 µM), without a hit: at the top dose activity, negative = inhibition, hits mostly inhibitors; 0.54% of 240,000 active; AID 2549;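 note: plate controls were vehicle for no effect and no enzyme for full effect; nearly all actives have a fitted effect of over 30% in size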
Target sequence (P46063 whole entry, looked up): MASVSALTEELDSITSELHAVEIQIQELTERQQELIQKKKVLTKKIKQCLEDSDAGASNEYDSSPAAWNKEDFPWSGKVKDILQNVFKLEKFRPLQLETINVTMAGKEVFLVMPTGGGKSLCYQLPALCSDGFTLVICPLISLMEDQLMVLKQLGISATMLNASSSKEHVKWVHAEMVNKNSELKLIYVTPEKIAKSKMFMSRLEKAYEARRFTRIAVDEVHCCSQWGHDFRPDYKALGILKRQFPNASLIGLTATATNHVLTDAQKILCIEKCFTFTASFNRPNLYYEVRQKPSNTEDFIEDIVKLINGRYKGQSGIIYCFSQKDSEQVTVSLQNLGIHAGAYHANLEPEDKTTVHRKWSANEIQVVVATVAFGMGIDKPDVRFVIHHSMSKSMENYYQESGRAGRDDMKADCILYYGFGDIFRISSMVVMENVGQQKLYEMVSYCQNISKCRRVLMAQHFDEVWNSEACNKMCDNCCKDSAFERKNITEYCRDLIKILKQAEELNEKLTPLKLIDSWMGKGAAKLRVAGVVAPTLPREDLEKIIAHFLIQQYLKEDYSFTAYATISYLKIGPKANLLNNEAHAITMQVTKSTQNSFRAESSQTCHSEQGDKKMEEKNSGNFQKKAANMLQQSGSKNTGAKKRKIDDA
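RECQ1T1 50 nM; forked duplex (20 bp + 30-nt ss tails) 200 nM, ATP 2 mM final; pH 8.0, 2 mM MgCl2, 2.5 ug/ml poly(dI-dC); 15 min compound preincubation; discontinuous kinetic read over 2 h at RT.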
KDM4E inh – inhibitors of human JMJD2E histone demethylase | B2RXH2 | JMJD2E catalytic domain, FDH-coupled NADH fluorescence (FDH is formaldehyde dehydrogenase) | Potency, µM (highest dose often 57.1 µM), inactives show at the highest dose activity change, negative = inhibition, usual class: inhibitors | 1.6% of 230,000 active | AID 2147; active = well fitted inhibition curve with a large enough effect, not every such curve was filed as active; inconclusive = small, poorly fitted or top-dose-only effect, or another doubt; inactive = no such curve, though single readings can be large or run the other way;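 note: 0% = wells with enzyme and -100% = buffer wells without enzyme; nearly all actives have a fitted effect of over 50% in size; many of its hits are not listed in these tables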
Target sequence (B2RXH2 1-337 limits assumed): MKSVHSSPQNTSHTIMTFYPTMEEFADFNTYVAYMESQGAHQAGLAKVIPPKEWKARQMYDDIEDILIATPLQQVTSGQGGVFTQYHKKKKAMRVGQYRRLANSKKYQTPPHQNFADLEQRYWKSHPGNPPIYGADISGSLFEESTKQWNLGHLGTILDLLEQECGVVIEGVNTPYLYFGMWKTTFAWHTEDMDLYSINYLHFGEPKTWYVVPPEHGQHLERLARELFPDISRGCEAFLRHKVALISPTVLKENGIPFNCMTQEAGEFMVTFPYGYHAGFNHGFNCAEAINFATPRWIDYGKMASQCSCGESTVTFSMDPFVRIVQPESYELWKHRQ
Luc counter – Kinase-Glo luciferase inhibition (counter-screen); 0.28% of 200,000 active; Kinase-Glo luciferase, ATP luminescence, 8 min; Potency, µM (doses to about 38.3 µM), for the others: at the top dose activity change, negative = inhibition, actives largely listed as inhibitors; note: % is set by controls: 0 for no effect and ±100 for the full control effect; nearly all actives have a fitted effect of over 60% in size
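Compounds were added to a substrate mix at pH 7.2 (50 mM imidazole, 10 uM ATP, within the enzyme's linear range), followed by Kinase-Glo detection reagent; luminescence was measured after 8 minutes at ambient temperature.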
* = called active by the depositor; i = inactive; u = inconclusive; x = no result given; & = joins results of further samples; [ ] = remark or other dose. Unless noted, calls come from the whole dose curve; as a rule, active = well fitted curve in the direction sought with a large enough effect; inconclusive = small, poorly fitted or top-dose-only effect, or another doubt; inactive = no such curve, though single readings can be large; an effect the other way counts as inactive or inconclusive. Potency is the fitted concentration of half-maximal effect.

#1 COc1ccc(NC(C)=O)cc1NC(=O)CN1CCN(CC(=O)Nc2ccc(Cl)cc2)CC1
#2 CCOc1ccc(NC(=O)CSc2n[nH]c(=O)n2-c2ccccc2)cc1
#3 COc1ccc(NS(=O)(=O)c2cccc(C(=O)O)c2)cc1
#4 CC1=NNC(=O)C1CC(=O)N/N=C/C=C/c1ccccc1 (stereo not given)
#5 COC(=O)C(C)N=Cc1ccccc1 (stereo not given)
#6 Cc1ccc(C(=O)N/C(=C\c2cccc([N+](=O)[O-])c2)C(=O)OCN2C(=O)c3ccccc3C2=O)cc1
#7 Cc1cc(N2CCOCC2)n2cc(-c3ccc(F)cc3)nc2n1
#8 Cn1c(N)c(C(=O)COC(=O)C(Cc2ccccc2)NC(=O)c2ccccc2)c(=O)n(C)c1=O (stereo not given)

screen / no.	1	2	3	4	5	6	7	8
Epigenetic reg	-1.1%	1.3%	0.7%	9.9%	1.1%	-1.0%	0.3%	3.4%
SMN2 splice up	-8%	-12%	-15%	x	-3%	-6%	x	15%
RGS12 GoLoco inh	8%	-2%	8%	3%	13%	-3%	-2%	3%
NPSR antagonist	-11%[46.1 µM]	-13%[46.1 µM]	4%[46.1 µM]	-2%	-1%	-3%	9%	u
IMPase Li inh	2%[38.3 µM]	-6%[38.3 µM]	-8%[38.3 µM]	x	-4%	8%	-2%	2%
RECQ1 helicase	-8%	i	-3%	-2%	i	-2%	-1%	i
KDM4E inh	3%	1%	-1%	-1%	1%	-12%	u	-10%
Luc counter	1%	10%	-1%	x	-3%	-1%	-6%	-3%

#9 O=C1NC(=S)N(C(=O)c2ccc(F)cc2)/C1=C/c1cccnc1
#10 Cc1ccc(OCC(=O)Nc2ccccc2-c2ccccc2NC(=O)COc2ccc(C)cc2)cc1
#11 O=C(NCCCc1ccccc1)c1cc([N+](=O)[O-])ccc1Cl
#12 N#CC1=C(N)N2C(=C(C#N)C1c1cccc(Br)c1)Nc1ccccc12 (stereo not given)
#13 COc1ccc(-c2cc(C(=O)O)c3sc(N4CCCCC4)nc3n2)cc1OC
#14 COC(=O)NNC(=O)/C=C/c1ccccc1
#15 CCOC(=O)c1cc(CC)sc1NC(=O)COC
#16 COc1ccc(/C=N/Nc2nc3ccccc3[nH]2)cc1OC

screen / no.	9	10	11	12	13	14	15	16
Epigenetic reg	-3.9%	0.1%	-4.2%	1.0%	0.0%	-1.9%	0.0%	0.0%
SMN2 splice up	x	x	-12%	-54%[inhibitor]	4%[1.84 µM]	14%	1%	1%[1.84 µM]
RGS12 GoLoco inh	0%	x	9%	7%	3%	12%	15%	13%
NPSR antagonist	32%	-15%[46.1 µM]	-12%	3%	2%	19%	-7%[46.1 µM]	-13%
IMPase Li inh	x	x	5%	17%	-5%	0%	22%[38.3 µM]	5%
RECQ1 helicase	-2%	0%	i	1%	-6%	-13%	i	-17%
KDM4E inh	3%	3%	5%	u	u	4%	-10%	-5%
Luc counter	x	x	4%	2%	0%	1%	3%	-6%

#17 C=CCNC(=O)/C(C#N)=C\c1cc(Cl)c(OCC)c(OC)c1
#18 C/C(=N\NC(=O)c1c(-c2ccccc2Cl)noc1C)c1cccc(NC(=O)C(C)C)c1
#19 Cc1nn(-c2ccccc2)c2c1C(c1ccncc1)C(C#N)=C(N)O2 (stereo not given)
#20 CCN(CC)c1ccc(C2C(C(=O)Nc3ccccn3)=C(C)NC3=C2C(=O)CC(C)(C)C3)cc1 (stereo not given)
#21 O=Cc1cn[nH]c1-c1ccccc1
#22 OCCNc1nc2ccccc2n1-c1ncnc2sc3c(c12)CCC3
#23 COc1cc(C(=O)O)ccc1OCc1c(C)noc1C
#24 CCOC(=O)c1c(O)c2c([nH]c1=O)CCCC2

screen / no.	17	18	19	20	21	22	23	24
Epigenetic reg	0.0%	0.0%	1.3%	-6.0%	1.0%	-0.1%	1.0%	3.8%
SMN2 splice up	-6%	-2%	3%	x	x	-4%	18%	x
RGS12 GoLoco inh	4%	-14%	-9%	x	4%	4%	-11%	7%
NPSR antagonist	-8%	-9%	-18%[46.1 µM]	-15%[46.1 µM]	1%	-2%[46.1 µM]	-23%[46.1 µM]	-6%[46.1 µM]
IMPase Li inh	4%	-3%	35%[activator][38.3 µM]	x	-1%	28%[38.3 µM]	19%[38.3 µM]	24%[38.3 µM]
RECQ1 helicase	0%	2%	-9%	-12%	17%	i	-4%	-10%
KDM4E inh	u	0%	-20%	u	-3%	2%	1%	6%
Luc counter	0%	-2%	1%	x	-1%	18%	1%	-3%

#25 Cc1ccc(-n2c(SCC(=O)Nc3nccs3)nc3c(c2=O)SCC3)cc1
#26 CCC/C=C(\CCC)C(NS(=O)(=O)c1cccc2cccnc12)c1ccc(C(=O)OC)cc1 (stereo not given)
#27 CCc1ccc(N(C(=O)c2csnn2)C(C(=O)NC(C)(C)C)c2ccccn2)cc1 (stereo not given)
#28 C=CCOc1c(CNc2ccc(C(=O)O)cc2)cccc1OC
#29 COC(=O)c1ccc2c(c1)nc(C)n2CCO
#30 CCOC(=O)c1sc(=NC(=O)c2ccc(OC)c(OC)c2)n(C)c1C
#31 Cc1cccc(Nc2ccccc2C(=O)OCC(=O)N2CCOCC2)c1C
#32 COCCSc1nnc(NS(=O)(=O)c2ccc(C)cc2)s1

screen / no.	25	26	27	28	29	30	31	32
Epigenetic reg	-1.1%	-1.2%&2.9%	3.0%	-3.2%	2.5%	4.0%	1.1%	2.4%
SMN2 splice up	27%	-37%&-1%[inhibitor]	18%	u	3%	-5%	-10%	5%
RGS12 GoLoco inh	7%	3%&6%	15%	-6%	0%	0%	4%	19%
NPSR antagonist	-13%[46.1 µM]	-49%	-10%	2%	21%[46.1 µM]	u	-17%[46.1 µM]	-11%
IMPase Li inh	4%[38.3 µM]	23%&30%	8%	4%	10%[38.3 µM]	u	12%[38.3 µM]	4%
RECQ1 helicase	0%	-14%	-7%	-1%	0%	-21%	-5%	i
KDM4E inh	2%	-17%&-7%	-1%	-13%	-9%	u	-5%	-3%
Luc counter	-1%	-5%&3%	-1%	4%	3%	-1%	-2%	1%

#33 OC1(c2cccc(C(F)(F)F)c2)CCN(c2ccc(-c3ccccc3)nn2)CC1
#34 CC1(C)CN=C(N(Cc2ccccc2)C(=O)Nc2ccccc2)S1
#35 CCOc1ccccc1NC1=NC2CS(=O)(=O)CC2S1 (stereo not given)
#36 O=c1cc(CO)occ1OCc1cccc(C(F)(F)F)c1
#37 CCOC(=O)C1CCN(C(=O)C(C)N(c2ccc(Oc3ccccc3)cc2)S(C)(=O)=O)CC1 (stereo not given)
#38 CCOc1ccc(C(=O)Nc2nc(C)cc(C)n2)cc1[N+](=O)[O-]
#39 CC(=O)N1CCc2cc(Br)cc(S(=O)(=O)NCC3CCCO3)c21 (stereo not given)
#40 COc1ccc(OC)c2[nH]c(=O)c(CCNC(=O)Cc3cccs3)cc12

screen / no.	33	34	35	36	37	38	39	40
Epigenetic reg	-1.2%	8.0%	-4.2%	0.0%	3.8%	-1.8%	-1.1%	12%
SMN2 splice up	u	-14%	x	-7%	x	0%	5%	-42%[inhibitor]
RGS12 GoLoco inh	8%	-1%	-9%	0%	7%	-1%	0%	3%
NPSR antagonist	-5%[46.1 µM]	-7%	14%	11%[46.1 µM]	8%	8%	-16%[46.1 µM]	4%
IMPase Li inh	2%	12%	x	-13%[38.3 µM]	20%	-10%	-8%[38.3 µM]	3%
RECQ1 helicase	-2%	-4%	-5%	-1%	-10%	-12%	-7%	-5%
KDM4E inh	10%	-3%	-1%	-4%	1%	10%	9%	u
Luc counter	-2%	-8%	x	-3%	1%	0%	4%	5%

#41 COc1ccc(NS(=O)(=O)c2ccc3oc(SC4CCOC4=O)nc3c2)cc1 (stereo not given)
#42 O=C1Cc2ccccc2N1c1c(Cl)cccc1Cl
#43 O=C(Nc1ccc(N2CCN(C(=O)c3ccco3)CC2)c(Cl)c1)c1c(F)c(F)c(F)c(F)c1F
#44 O=C(CCCO)NC1Cc2ccccc2C1
#45 O=C(NC1CCN(Cc2ccccc2)CC1)C(NS(=O)(=O)c1cccc2nsnc12)c1ccccc1 (stereo not given)
#46 C=C(C)c1cccc(C(C)(C)NC(=O)N2CC(C)OC(C)C2)c1 (stereo not given)
#47 O=C(CCS(=O)(=O)c1ccc(Cl)cc1)Nc1ccc(N2CCOCC2)cc1
#48 CN1C(C(=O)NCc2cccc(Br)c2)CC2Cn3c(nc4cc5ccccc5cc43)C21 (stereo not given)

screen / no.	41	42	43	44	45	46	47	48
Epigenetic reg	u	0.0%	-0.8%	-0.3%	-0.3%	0.0%	-1.0%	3.1%
SMN2 splice up	-25%	-5%	-104%[inhibitor]	x	x	4%	x	x
RGS12 GoLoco inh	40%[activator]	5%	2%	11%	-3%	5%	7%	-7%
NPSR antagonist	6%[46.1 µM]	-5%[46.1 µM]	-30%[46.1 µM]	-18%	-20%	3%[46.1 µM]	-3%	-6%
IMPase Li inh	59%[activator][38.3 µM]	6%	31%[activator][38.3 µM]	x	13%	22%[38.3 µM]	x	x
RECQ1 helicase	5%	-1%	-14%	23%	-3%	-10%	-10%	i
KDM4E inh	0%	1%	-1%	4%	3%	5%	17%	-14%
Luc counter	2%	1%	4%	x	x	0%	x	x

Screens as filed in PubChem BioAssay.

Only part of the results is shown. The share of hits here may be higher or lower than overall.
